GLP-1R inv ag: inverse agonists of human GLP-1 receptor. actives 1.6% (n = 410,000). P43220. Potency, µM (titrated, usually from 38.3 µM), for inactives: top-dose activity change, negative = inhibition, hits mostly inhibitors. AID 624417. HEK293 GLP-1R CRE-luciferase, luminescence, 24 h; GLP-1R form is constitutively active; also: % is scaled to controls: 0 for no effect and ±100 for the full control effect; nearly all actives have a fitted effect of over 55% in size
Target sequence (P43220 whole entry, looked up): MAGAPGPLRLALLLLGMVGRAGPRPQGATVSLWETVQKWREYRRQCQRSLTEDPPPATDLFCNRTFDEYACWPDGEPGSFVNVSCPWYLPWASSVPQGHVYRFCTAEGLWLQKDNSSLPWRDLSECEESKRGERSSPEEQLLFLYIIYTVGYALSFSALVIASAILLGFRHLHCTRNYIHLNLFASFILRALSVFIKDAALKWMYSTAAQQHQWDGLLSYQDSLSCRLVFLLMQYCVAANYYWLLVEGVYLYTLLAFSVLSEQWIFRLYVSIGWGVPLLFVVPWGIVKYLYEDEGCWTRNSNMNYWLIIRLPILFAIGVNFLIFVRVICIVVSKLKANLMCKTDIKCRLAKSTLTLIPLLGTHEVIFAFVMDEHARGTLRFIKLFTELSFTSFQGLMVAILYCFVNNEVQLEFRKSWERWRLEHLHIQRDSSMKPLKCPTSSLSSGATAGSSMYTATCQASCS
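Readout was luciferase luminescence, measured 12 min after detection reagent at room temperature. Beforehand, GLP-1R reporter HEK293 cells had sat 12 h, then received compounds for 24 hr at 37 deg C.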
PTHR1 ag: activates the human parathyroid hormone receptor PTHR1; Potency, µM (titrated, usually from 115 µM), without a hit: at the highest dose activation, usual class: activators; HEK293 GP2 PTHR1 cells, GloSensor cAMP luminescence, 1 h; actives 0.075% (n = 410,000); Q03431; also: nearly all actives have a fitted effect of over 55% in size; some results filed as inactive show a strong effect at the top dose; inactives centre near -15; many of its hits are not listed in these tables
Target sequence (Q03431 whole entry, looked up): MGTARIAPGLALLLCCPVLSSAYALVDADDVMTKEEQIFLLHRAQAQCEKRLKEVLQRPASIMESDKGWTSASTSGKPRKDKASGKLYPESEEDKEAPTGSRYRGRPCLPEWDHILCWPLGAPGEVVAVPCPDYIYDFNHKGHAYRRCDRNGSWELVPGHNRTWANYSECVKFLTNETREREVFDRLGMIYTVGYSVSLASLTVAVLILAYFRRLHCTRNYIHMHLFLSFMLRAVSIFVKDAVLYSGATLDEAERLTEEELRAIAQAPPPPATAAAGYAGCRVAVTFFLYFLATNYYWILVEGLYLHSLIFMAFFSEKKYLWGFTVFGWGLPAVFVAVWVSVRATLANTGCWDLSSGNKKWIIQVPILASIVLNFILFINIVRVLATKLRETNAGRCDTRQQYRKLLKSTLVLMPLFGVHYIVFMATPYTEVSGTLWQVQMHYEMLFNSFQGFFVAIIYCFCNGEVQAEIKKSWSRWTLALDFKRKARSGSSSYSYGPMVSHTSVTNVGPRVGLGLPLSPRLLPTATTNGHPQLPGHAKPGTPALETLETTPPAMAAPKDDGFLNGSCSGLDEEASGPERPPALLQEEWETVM
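HEK-293-derived GP2 cells expressing PTHR1 and a GloSensor cAMP reporter, 3,000/well, plated overnight, given luciferin plus IBMX (each 0.5 mM as added) for 1 h at 37 °C, then compound for 1 h at 37 °C. Luminescence was read after 15 min at room temperature.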
GLP1R cytotox: cytotoxic in the GLP-1 receptor inverse agonist counter-screen | Potency, µM (highest dose often 38.3 µM), without a hit: at the top dose activity change, negative = inhibition, hits mostly inhibitors | actives 0.13% (n = 410,000) | HEK293 cAMP-luciferase reporter cells, luminescence, 24 h;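 also: loss of luciferase light is scored as toxicity; % is scaled to controls: 0 for no effect and ±100 for the full control effect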
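Compound-treated cells are incubated 24 hr at 37 deg C under 5% CO2 after a 12 hour attachment period, then luciferase detection reagent is added and luminescence is measured following 12 min at room temperature; lowered signal indicates toxicity.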
* marks the source's active call; other numbers are inactive results; i = inactive; ? = inconclusive; [ ] = dose if it differs, or a comment. Calls follow the shape of the dose curve; as a rule, active = well fitted curve in the direction sought with a large enough effect; inconclusive = small, poorly fitted or top-dose-only effect, or another doubt; inactive = no such curve, though single readings can be large; an effect the other way counts as inactive or inconclusive. Potency is read from the fitted curve at half-maximal effect. These rows are one share of the data; the hit share may differ from the screen's.

SMILES	GLP-1R inv ag	PTHR1 ag	GLP1R cytotox
COc1ccc(-n2ccn(Cc3ccc(C)cc3)c(=O)c2=O)cc1OC	11%	?	5%
COC(=O)c1ccccc1NC(=O)CSc1cc(-c2ccccc2)nc(C)n1	0%	-29%	-2%
Cc1cc(C)cc(NC(=O)C(=O)NCC(c2cccnc2)N2CCc3ccccc3C2)c1 (centres undefined)	10%	-7%	-2%
O=C(Nc1ccc(Cl)cc1)C1CCN(c2nc3ccccc3n3cccc23)CC1	6%	20%	0%
Cc1ccc(-n2nc(C(=O)NCCN(C)C)c(=O)n(C)c2=O)cc1	-4%	i	4%
Cc1ccsc1CN(C(=O)c1oc2cc(Br)ccc2c1C)C1CCS(=O)(=O)C1 (centres undefined)	?	-8%	-13%
COc1ccc2c(c1)NC(c1ccc(Cl)cc1)=NC(c1cccs1)=N2	-30%	i	-4%
Cc1cccc(NC(=O)C(=O)c2cc(C)n(-c3ccccc3)c2C)c1C	?	-9%	-1%
Cc1ccc(Nc2sc(C(=O)c3ccccc3)c(N)c2S(=O)(=O)c2ccccc2)cc1Cl	-13%	i	1%
COc1ccc(NC(=O)c2c(C)oc3ccc(O)c(CN4CCC(C)CC4)c23)cc1Cl	?	i	-8%
O=C(CSc1nnc(-c2ccc(Cl)cc2)o1)Nc1ccc(F)cc1	10%	i	-1%
CC(C)(C)OC(=O)N1CCC(c2c(C(=O)NCc3ccccc3)cnn2-c2cccc(F)c2)CC1	?	-38%[inhibitor]	-14%

Reformatted with values under each structure: entries from further up
Values in the order: GLP-1R inv ag, PTHR1 ag, GLP1R cytotox
Cc1ccc(-n2nc(C(=O)NCCN(C)C)c(=O)n(C)c2=O)cc1
  -4%, i, 4%
Cc1ccsc1CN(C(=O)c1oc2cc(Br)ccc2c1C)C1CCS(=O)(=O)C1 (centres undefined)
  ?, -8%, -13%
COc1ccc2c(c1)NC(c1ccc(Cl)cc1)=NC(c1cccs1)=N2
  -30%, i, -4%
Cc1cccc(NC(=O)C(=O)c2cc(C)n(-c3ccccc3)c2C)c1C
  ?, -9%, -1%
Cc1ccc(Nc2sc(C(=O)c3ccccc3)c(N)c2S(=O)(=O)c2ccccc2)cc1Cl
  -13%, i, 1%
COc1ccc(NC(=O)c2c(C)oc3ccc(O)c(CN4CCC(C)CC4)c23)cc1Cl
  ?, i, -8%
O=C(CSc1nnc(-c2ccc(Cl)cc2)o1)Nc1ccc(F)cc1
  10%, i, -1%

(more compounds)
SMILES	GLP-1R inv ag	PTHR1 ag	GLP1R cytotox
O=C(CSc1nccn1Cc1ccc(Cl)cc1)Nc1ccc2c(c1)OCCO2	-8%	-15%	-8%
COc1ccc(OC)c(CCNC(=O)c2nn(C)c3c2CSc2ccccc2-3)c1	?	-28%	-2%
Cc1ccc(Cn2c(SCC(=O)C(C)(C)C)nc3ccsc3c2=O)cc1	?	-11%	4%
CCOc1ccc(NS(=O)(=O)c2ccc(-c3cc(C)no3)s2)cc1	-11%	-16%	4%
COc1ccccc1NC(=O)CN1C(=O)C(c2ccc(F)cc2)=NC12CCCCC2	?	-39%[inhibitor]	-5%
CCCOc1ccc(C2C(=O)N(C3CCC(C)CC3)CC(=O)N2CCC2=CCCCC2)cc1OC (centres undefined)	6%	i	-1%
Cc1ccc(Cn2c(CN3CCC(C(=O)O)CC3)cc3ccccc32)cc1	2%	i	0%
O=C(COc1ccccc1-c1nc(-c2ccccc2)no1)Nc1cccc([N+](=O)[O-])c1	3%	i	-11%
CCOC(=O)C1CCCN(C(=O)c2nn(-c3ccc(C)cc3)c(=O)n(C)c2=O)C1 (centres undefined)	4%	i	-3%
CC(C)(C)OC(=O)N1CCC(c2c(C(=O)N3CCN(C(=O)c4ccco4)CC3)cnn2-c2ccccc2Cl)CC1	5%	22%	0%
COc1cc2c(cc1OC)C(COc1ccc3c(C)cc(=O)oc3c1)N(C(=O)CC(C)C)CC2 (centres undefined)	25%	-2%	-16%
CCC(=O)Nc1ccc(C)cc1-c1nc2ccccc2n(CC(=O)Nc2ccccc2Cl)c1=O	2%	?	18%
Cc1ccc(Sc2c(C)nn(C(=O)COc3ccccc3)c2C)cc1	-3%	-12%	4%
CC(CC(=O)Nc1ccc(F)cc1)S(=O)(=O)c1cc2c3c(c1)CCN3C(=O)CC2 (centres undefined)	0%	i	6%
O=C(Nc1cc(Cl)ccc1Cl)c1ccc2c(c1)N(Cc1cccc(Cl)c1)C(=O)c1ccccc1S2=O (centres undefined)	-5%	11%	-6%
COc1cc2oc(=O)c(CC(=O)N3CCCCC3)c(C)c2cc1OC	0%	-7%	0%
CCc1ccc(NC(=O)COCc2cc(-c3ccc(F)cc3)on2)cc1	3%	-21%	4%
COc1ccc(CCNC(=O)Cc2c(C)c3cc4c(C(C)(C)C)coc4c(C)c3oc2=O)cc1	1%	26%	1%
COc1ccc(C2C=C(c3ccccc3)Nc3nc(NC(=O)/C=C/c4ccc(Cl)cc4)nn32)cc1 (centres undefined)	21%	i	73%[activator]
O=C(COc1ccccc1)Nc1sc2c(c1C(=O)Nc1ccccc1)CCCCC2	10%	i	3%
CCC(C(=O)N1CCN(c2cc(Cl)ccc2C)CC1)n1nc(C)c2sc3ccccc3c2c1=O (centres undefined)	11%	i	1%
COc1cccc(CNC(=O)Nc2ccc3c(c2)N(C)C(=O)c2ccccc2S3)c1	?	?	-19%
COC(=O)c1ccccc1NC(=O)c1cnc2sc(N3CCOCC3)nn2c1=O	10%	16%	9%
CCOc1ccc(C(=O)N2CCC(c3nc4ccccc4o3)CC2)cc1	-17%	-6%	-2%
CCS(=O)(=O)N1CCc2cc(C(=O)NCc3ccc(Cl)cc3)ccc21	-14%	i	5%
CCOC(=O)c1c(Oc2ccc(OC)cc2)nnc(-c2ccccc2)c1-c1ccccc1	?	-16%	2%
COc1ccc(-c2cc(C(=O)Nc3ccn(Cc4ccc(C)cc4)n3)no2)cc1OC	7%	i	0%
CCN(Cc1nc(-c2ccc(OC)cc2)oc1C)S(=O)(=O)c1ccc(C)cc1	?	-17%	-5%
Fc1ccc(-n2ncc3c(Nc4ccc(Oc5ccccc5)cc4)ncnc32)cc1	5%	-2%	-6%
CCCC(=O)N(c1ccc2oc(-c3ccccc3)c(C(=O)OCC)c2c1)S(=O)(=O)c1ccc(C)cc1	-16%	-15%	?
CCCCCOC(=O)c1ccc(Nc2nc(C(=O)OCC)nc3ccccc23)cc1	9%	-33%	17%
O=C(NCC(c1cccnc1)N1CCc2ccccc2C1)C(=O)Nc1cccc(Cl)c1 (centres undefined)	-17%	i	1%
COc1ccc(OC)c(CNC(=O)c2ccc3nc(C(C)C)oc3c2)c1	-15%	-2%	1%
NC(=O)C1CCN(c2ncnc3c2cnn3-c2ccccc2)CC1	7%	-13%	1%
CCCOc1ccc(CNC(=O)c2oc3ccc4c(c3c2C)C(=O)CC(C)(CC)O4)cc1 (centres undefined)	?	-21%	2%
COc1ccc2c(c1)CCc1c(C(=O)Nc3ccc(OC)cc3OC)noc1-2	5%	i	1%
COc1ccc(Br)cc1[C@@H]1Nc2ccc(C(=O)O)cc2[C@@H]2C=CC[C@@H]21	-6%	-4%	-4%
COc1ccccc1CNC(=O)c1ccc(N2CCCC2)c(NC(=O)NCc2ccc(C)cc2)c1	10%	-38%[inhibitor]	1%
CCOc1ccccc1NC(=O)C1CCCN(c2ncnc3onc(-c4ccc(F)cc4)c23)C1 (centres undefined)	-4%	-61%[inhibitor]	1%
CCOc1ccc(N(CC(=O)Nc2ccc3c(c2)OCO3)S(=O)(=O)c2ccccc2)cc1	-6%	0%	3%
N#C/C(=C\c1cc(Br)c(O)c(Br)c1)c1nc2ccccc2c(=O)[nH]1	-8%	i	13%
Cc1ccc(Cl)cc1-n1ncc2c(N3CCC(C)CC3)ncnc21	?	-94%[inhibitor]	2%
COc1cc2c(cc1OC)C(COc1ccc3c(C)cc(=O)oc3c1)N(C(=O)Cc1ccc(F)cc1)CC2 (centres undefined)	7%	i	-5%
Cc1cccc(C(=O)N2CCc3cc(CNC(=O)CSc4ccccc4)ccc32)c1	-12%	?	-5%
CC1(C(=O)NC2CCCCC2)Cc2ccccc2C(=O)N1Cc1ccc(F)cc1 (centres undefined)	3%	?	9%
CCc1cnc2c(c1SCC(=O)Nc1ccc(C(=O)OC)cc1)c(=O)n(C)c(=O)n2C	16%	i	-7%
COc1cccc(CNC(=O)C2CCN(S(=O)(=O)c3ccc4c(ccn4C)c3)CC2)c1	-12%	-37%	5%
COc1cccc(NC(=O)CSc2nc(=O)n(Cc3cccnc3)c3c2CCC3)c1	3%	i	-7%
Cc1ccc(C(=O)c2cn(Cc3ccccc3F)c3cc4c(cc3c2=O)OCO4)cc1	8%	i	2%
CCOc1ccc(CNS(=O)(=O)c2ccc3[nH]c4c(c3c2)CCCC4)cc1OC	?	-21%	5%
Cc1oc2c(c1C(=O)Nc1cccc(Br)c1)C1=NCCN1C=N2	0%	?	-4%
CCn1cc(S(=O)(=O)c2ccccc2)c(=O)c2cc(F)c(N3CCCC3)cc21	8%	-2%	0%
Cc1ccc(Nc2sc(C(=O)c3ccccc3)c(N)c2C(=O)NC(C)C)cc1	-24%	-14%	1%
COc1cccc(-n2cc(C(=O)OCc3ccc(Cl)cc3)c3ccccc3c2=O)c1	3%	-22%	2%
COc1cccc(NC(=O)CSc2nccn2C2CCCC2)c1	-1%	-19%	4%
COc1cccc(-c2nc3c(c(C)nn3-c3ccccc3)c3cc(OC)c(OC)cc23)c1	5%	i	-4%
Cc1cccc(N2CCN(C(=O)C3CCN(Cc4nc(-c5ccc(Cl)cc5)oc4C)CC3)CC2)c1C	7%	-11%	4%
CCN(C(=O)c1nn(-c2ccc(C)cc2)c(=O)c2c1c1ccccc1n2C)c1ccc(F)cc1	-1%	i	15%
CCc1ccccc1NC(=O)Cn1c(=O)oc2ccccc21	-13%	-19%	-9%
Cc1ccc(N2CC(NC(=O)c3ccc(Br)o3)CC2=O)cc1C (centres undefined)	10%	-10%	1%

Reformatted: entries from further up.
The line under a structure holds: GLP-1R inv ag	PTHR1 ag	GLP1R cytotox
O=C(COc1ccccc1)Nc1sc2c(c1C(=O)Nc1ccccc1)CCCCC2
    10%	i	3%
CCC(C(=O)N1CCN(c2cc(Cl)ccc2C)CC1)n1nc(C)c2sc3ccccc3c2c1=O (centres undefined)
    11%	i	1%

(further entries)
SMILES	GLP-1R inv ag	PTHR1 ag	GLP1R cytotox
O=C(CN1C(=O)CC(c2ccc(F)cc2)=Nc2ccccc21)NCc1ccccc1Cl	-2%	-18%	0%
O=C(Nc1cccc(C(F)(F)F)c1)c1cc(-c2ccc3c(c2)OCCO3)on1	-4%	-5%	-5%
COc1cc(CCC(=O)NCc2ccc3c(c2)CCN3C(=O)c2ccc(F)cc2)cc(OC)c1OC	12%	-18%	6%
CCOc1cc(C(=O)N2CC(=O)Nc3ccc(C)cc3C2c2ccccc2)cc(OCC)c1OCC (centres undefined)	15%	-15%	-10%
O=C(COc1ccc(Cl)cc1)Nc1cc(-c2ccccc2)no1	11%	-20%	2%
Cc1ccccc1NC(=O)CSc1nc2ccccc2c2nc(CCn3c(C)nc4ccccc43)nn12	7%	i	1%
COc1ccc(C2(Nc3cccc(C(=O)O)c3C)C(=O)c3ccccc3C2=O)cc1	7%	i	-5%
CCOc1ccc(NC(=O)C(C)n2c(=O)cc(-c3ccccc3)c3c(C)nn(C)c32)cc1 (centres undefined)	-2%	i	0%
Cc1ccc(C)c(NC(=O)c2cc(=O)c3cc(C)cc(C)c3o2)c1	5%	i	1%
CC(=O)NCCNC(=O)CCCc1nnc2n(CC(C)C)c(=O)c3sccc3n12	12%	12%	11%
COc1ccc(CCNC(=O)CCc2cn(Cc3ccc(C)cc3)c3ccccc23)c(OC)c1OC	?	-25%	2%
O=C(COc1ccccc1Cl)Nc1ccc2nc(SCC(=O)N3CCOCC3)sc2c1	13%	-24%	2%
CCc1ccc2oc(C(=O)Nc3ccccc3C(=O)OC)cc(=O)c2c1	-4%	i	-5%
Cc1nn(C)c2c1c(C(F)(F)F)cc(=O)n2CC(=O)N1CCN(c2ccccc2F)CC1	?	i	6%
COc1cccc(CNC(=O)Cn2cc3c(n2)-c2c(oc(C(=O)N4CCCC4)c2C)CC3)c1OC	5%	-66%[inhibitor]	0%
CCc1ccc(Nc2nnc(-c3cc4cc(OC)ccc4oc3=O)s2)cc1	1%	i	0%
CN(C)c1ccc(CNC(=O)CCCn2ccc3cc(S(=O)(=O)N4CCCC4)ccc32)cc1	?	-18%	-16%
CC(=O)c1cccc(NC(=O)Cn2c(-c3cncs3)nc3ccccc32)c1	14%	i	-3%
